Assay outcomes from PubChem BioAssay.
MEKK2 mut-MEK5 = MEK5 binding signal on mutant MEKK2 PB1, primary screen, biochemical, multiplex bead flow cytometry, Alexa488-MEK5; percent response, % at 10 µM; Alexa488-MEK5 binding to MEKK2 mutant; 0.35% of 290,000 active; AID 1530, 2009; in the data active means percent response above about 24%, passing the limit was not always enough; further: inactives centre near 1; some results filed as inactive read as strong as hits; reference of the scale not given here
OXTR ag = human OXTR agonists, primary screen, fluorescence, CHO-OTR cells, Fluo-8 calcium; AID 2435, 2010; activation, % at 3 µM; Fluo-8 calcium fluorescence; normalized: DMSO 0%, oxytocin 100%; 0.32% of 320,000 active; Oxytocin receptor (Homo sapiens), P30559;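 active means activation above the mean of all tested compounds plus 3 SD, cutoff set per screening run, cut at about 20% in these data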;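 further: peak over basal fluorescence ratio from a 100 s FLIPR kinetic read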
DNA FID counter = compounds displacing fluorescent DNA intercalator, primary screen, artefact control for HCV NS3 helicase inhibitor project, biochemical, FID fluorescence; 0.17% of 290,000 active; AID 1845, 2009; DNA fluorescent intercalator displacement; inhibition, % at 7.9 µM; in the data active means inhibition above about 37%;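 further: 0% = vehicle and 100% = reference compound; higher means more ethidium bromide displaced from hairpin DNA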
NALP1 yeast inh = NALP1 inflammasome inhibitors in reconstituted yeast, colorimetric, S. cerevisiae, triplicate retest | AID 2071, 2009 | inhibition, % at 10 µM | 0.61% of 280,000 active | S. cerevisiae NALP1/ASC/caspase-1 growth, X-gal OD620, 72 h; in the data active means inhibition mostly above about 24%, no sharp cut-off; inactive means mostly below about 32%; further: some compounds called inactive have numbers as strong as hits
MEKK3 PB1 HTS = modulators of MEKK3-MEK5 PB1 binding, primary screen, biochemical, wildtype MEKK3, multiplex bead flow cytometry, Alexa488-MEK5; AID 1529, 2009; bead-based flow cytometry, Alexa488-MEK5 binding to MEKK3; actives lie on both sides; 0 = blocked by unlabeled MEK5, 100 = vehicle; 1.4% of 290,000 active; Mitogen-activated protein kinase kinase kinase 3 (Homo sapiens), Q99759; binding response (% of control), % at 10 µM;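 active means binding response more than 3 SD above or below the average of its plate-row segment, actives on both sides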;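 further: Alexa488 bead fluorescence after subtracting the streptavidin-only scavenger bead signal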
Target sequence (Q99759 whole entry, looked up): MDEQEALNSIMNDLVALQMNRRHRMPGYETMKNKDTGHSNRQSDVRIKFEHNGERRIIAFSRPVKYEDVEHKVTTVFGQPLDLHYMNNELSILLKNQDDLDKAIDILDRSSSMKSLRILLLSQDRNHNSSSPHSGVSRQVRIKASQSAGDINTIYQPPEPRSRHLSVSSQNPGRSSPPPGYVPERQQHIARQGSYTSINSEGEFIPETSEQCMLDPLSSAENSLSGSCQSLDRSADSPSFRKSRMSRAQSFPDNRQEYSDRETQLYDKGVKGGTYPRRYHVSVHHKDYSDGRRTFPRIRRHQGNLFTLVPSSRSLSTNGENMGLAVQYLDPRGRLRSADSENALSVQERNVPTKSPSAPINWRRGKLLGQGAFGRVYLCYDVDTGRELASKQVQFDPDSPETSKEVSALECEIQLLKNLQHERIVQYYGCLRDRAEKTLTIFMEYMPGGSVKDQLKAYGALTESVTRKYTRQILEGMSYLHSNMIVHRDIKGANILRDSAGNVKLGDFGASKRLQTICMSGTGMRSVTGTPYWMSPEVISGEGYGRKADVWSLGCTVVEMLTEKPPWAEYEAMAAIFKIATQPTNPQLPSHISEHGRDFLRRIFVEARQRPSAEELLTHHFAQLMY
GPR7 antag = GPR7 receptor antagonists, primary screen, cell-based, fluorescence, single concentration. 1.1% of 290,000 active. GPR7-expressing cells, fluorescence antagonist assay. inhibition, % at 4.4 µM. Neuropeptides B/W receptor type 1 (Homo sapiens), P48145. AID 1861, 2009; in the data active means inhibition above about 16%, passing the limit was not always enough;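 further: cells stimulated with the agonist NPW; 0% = agonist with vehicle and 100% = vehicle without agonist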
MEKK2 WT-MEK5 = modulators of MEK5 binding to wildtype MEKK2, primary screen, biochemical, multiplex bead flow cytometry, Alexa488-MEK5 | Mitogen-activated protein kinase kinase kinase 2 (Homo sapiens), Q9Y2U5 | 1.1% of 290,000 active | Alexa488-MEK5 binding to MEKK2 WT; actives lie on both sides | binding response (% of control), % at 10 µM; in the data active means binding response below about 67% or above about 130%
PHOSPHO1 block = PubChem AID 1565 | recombinant PHOSPHO1, absorbance phosphatase assay | inhibition, % at 13.3 µM | 1.1% of 290,000 active; in the data active means inhibition above about 60%
Target sequence (Q8TCT1 whole entry, looked up): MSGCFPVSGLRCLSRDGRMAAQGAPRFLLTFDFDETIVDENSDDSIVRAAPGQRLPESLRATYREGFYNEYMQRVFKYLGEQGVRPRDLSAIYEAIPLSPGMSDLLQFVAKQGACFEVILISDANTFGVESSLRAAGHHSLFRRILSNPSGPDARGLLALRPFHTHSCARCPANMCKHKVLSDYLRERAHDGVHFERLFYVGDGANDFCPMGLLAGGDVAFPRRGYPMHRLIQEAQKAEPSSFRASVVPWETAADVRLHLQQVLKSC
PfM18AAP inh = PfM18AAP inhibitors, malaria aminopeptidase, primary screen, biochemical, QFRET, recombinant enzyme | M18 aspartyl aminopeptidase (Plasmodium falciparum 3D7) | H-Glu-NHMec fluorogenic cleavage | inhibition, % at 7.35 µM | 1.2% of 290,000 active;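 active means inhibition above the campaign mean inhibition over all tested compounds plus 3 SD, cut at about 28% in these data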;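 further: 0% = plate median of test compound wells and 100% = 2 mM ZnCl2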
* hit, by the source's call; nt = not tested or not shown.

nr	molecule	MEKK2 mut-MEK5	PHOSPHO1 block	OXTR ag	NALP1 yeast inh	MEKK3 PB1 HTS	MEKK2 WT-MEK5	PfM18AAP inh	DNA FID counter	GPR7 antag
1	N#CC1=C(N)OC2=C(C(=O)CC(c3ccccc3)C2)C1c1ccc2c(c1)OCO2 (stereo unspecified)	-1	-12	-0.8	21	99	97	3	-18	-13
2	CCc1cc2c(=O)c(-c3nc4ccccc4n3C)coc2c(CN2CCCCC2C)c1O (stereo unspecified)	-2	23	nt	-2	100	97	5	-15	10
3	COc1cc(NC(=O)COc2cc3oc(=O)cc(C)c3cc2Cl)cc(OC)c1OC	-1	38	3.8	14	103	100	0	-37	5
4	CCOc1ccc(CCNC(=O)c2ccc3c(=O)[nH]c4c(C(=O)NC(C)C)sc(=S)n4c3c2)cc1	3	37	0.8	-9	102	101	-3	-24	-9
5	COc1ccc(C(C(=O)NC2CCCC2)N(C(=O)c2ccco2)c2cccc(C(C)=O)c2)cc1OC (stereo unspecified)	-3	42	-0.6	-10	96	100	-1	-28	-12
6	Cc1ccnc(NS(=O)(=O)c2cccc([N+](=O)[O-])c2)c1	-9	6	1.2	nt	97	96	2	0	-8
7	Cc1c(NC(=O)C23CC4CC(CC(Br)(C4)C2)C3)c(=O)n(-c2ccccc2)n1C	3	24	0.4	-3	100	105	-2	-11	-4
8	O=C1Nc2cc(C(F)(F)F)ccc2N2CCCCC12 (stereo unspecified)	6	6	0.3	8	107	106	1	-3	-20
9	CCOC(=O)CCCn1c(C)nc(=O)c(-c2ccccc2)c1C	-2	-10	1.7	7	97	98	10	-3	-8
10	CCOC(=O)c1ccc(NC(=S)N2CCCC2)cc1	-7	-3	0.3	-3	94	94	-3	0	13
11	CCCc1ccc2oc(C(=O)N3CCC(C(N)=O)(N4CCCCC4)CC3)c(C)c2c1	2	60	-0.6	10	103	107	0	-18	-8
12	CCOc1cccc(-c2nnc3sc(-c4cccs4)nn23)c1	4	12	0.1	-10	103	102	-4	1	-9
13	CN1CCCc2cc(C=O)ccc21	15	-2	0.5	28	95	98	5	2	-9
14	CCOC(=O)c1ccc(-c2nnc(-c3ccc(Cl)cc3Cl)o2)cc1	0	32	-0.4	4	99	93	0	-2	-5
15	Cc1ccc(S(C)(=O)=NC(=O)NC(=O)c2c(Cl)cccc2Cl)cc1 (stereo unspecified)	8	33	-0.1	1	105	103	-4	-3	3
16	COc1ccc2c(Cl)c(C(=O)NCC3CCCO3)sc2c1Cl (stereo unspecified)	2	-11	-1.3	23	105	103	2	4	-3
17	COc1ccc(CNC(=O)CNC(C)c2ccc(F)cc2)cc1 (stereo unspecified)	3	36	0.8	9	103	107	3	4	-15
18	O=C(/C=C/c1ccccc1)NNC(=O)c1cccnc1	5	53	0.0	2	98	100	8	0	1
19	CC(=O)Nc1ccc(S(=O)(=O)Nc2nc3ccccc3nc2Nc2ccc(N)cc2)cc1	5	30	0.4	nt	111	103	-6	7	-5
20	CC1CCCCC1NC(=O)CSc1nnc(CNC(=O)c2ccccc2)n1C (stereo unspecified)	-6	37	-1.0	11	99	95	-1	-3	4
21	Cn1c(=O)cc(SCC(=O)N2CCN(C(=O)c3ccco3)CC2)c2ccccc21	2	-3	-0.6	23	102	102	4	-26	6
22	CN(C)c1oc(-c2ccc(OCc3ccccc3)cc2)nc1C#N	9	26	0.1	nt	97	100	-1	-5	-13
23	CC1(C)CC(=O)C(C(c2cccc([N+](=O)[O-])c2)C2C(=O)CC(C)(C)CC2=O)C(=O)C1	-1	-5	-2.5	24	95	99	5	-7	-13
24	COc1cccc(/C=C/C(=O)N2CCN(c3n[nH]c(=O)[nH]c3=O)CC2)c1OC	4	7	0.0	-12	99	106	-2	-17	-14
25	O=Cc1[nH]c2ccccc2c1N(C(=O)CCl)c1ccccc1	-9	8	nt	-12	92	90	-4	5	-1

6 entries from above, with one line to a screen.
(22) CN(C)c1oc(-c2ccc(OCc3ccccc3)cc2)nc1C#N
(8) O=C1Nc2cc(C(F)(F)F)ccc2N2CCCCC12 (stereo unspecified)
(25) O=Cc1[nH]c2ccccc2c1N(C(=O)CCl)c1ccccc1
(2) CCc1cc2c(=O)c(-c3nc4ccccc4n3C)coc2c(CN2CCCCC2C)c1O (stereo unspecified)
(9) CCOC(=O)CCCn1c(C)nc(=O)c(-c2ccccc2)c1C
(5) COc1ccc(C(C(=O)NC2CCCC2)N(C(=O)c2ccco2)c2cccc(C(C)=O)c2)cc1OC (stereo unspecified)
Screen / compound no. | 22 | 8 | 25 | 2 | 9 | 5
MEKK2 mut-MEK5 | 9 | 6 | -9 | -2 | -2 | -3
PHOSPHO1 block | 26 | 6 | 8 | 23 | -10 | 42
OXTR ag | 0.1 | 0.3 | nt | nt | 1.7 | -0.6
NALP1 yeast inh | nt | 8 | -12 | -2 | 7 | -10
MEKK3 PB1 HTS | 97 | 107 | 92 | 100 | 97 | 96
MEKK2 WT-MEK5 | 100 | 106 | 90 | 97 | 98 | 100
PfM18AAP inh | -1 | 1 | -4 | 5 | 10 | -1
DNA FID counter | -5 | -3 | 5 | -15 | -3 | -28
GPR7 antag | -13 | -20 | -1 | 10 | -8 | -12

The list goes on.
nr	molecule	MEKK2 mut-MEK5	PHOSPHO1 block	OXTR ag	NALP1 yeast inh	MEKK3 PB1 HTS	MEKK2 WT-MEK5	PfM18AAP inh	DNA FID counter	GPR7 antag
26	C/C(=N\NC(=O)c1cc(-c2cccnc2)nc2ccccc12)c1ccc(O)cc1O	-1	-39	-1.5	5	103	103	-3	-11	-5
27	CCC(C)(C)n1nnnc1C(c1cc2ccc(C)cc2[nH]c1=O)N(Cc1cccnc1)Cc1ccco1 (stereo unspecified)	-2	0	-1.1	31	98	95	22	-21	-7
28	COCCN1C(=O)Cc2c1nc(N)c1c(N)nc(N3CCN(c4ccc(F)cc4)CC3)c(C#N)c21	-44	-6	1.2	-38	92	96	5	-6	1
29	C/C(=N/Nc1ccccc1C(=O)O)c1cccs1	4	36	-0.1	-2	106	102	8	-7	-17
30	COc1ccc(NC(=O)[C@@H]2CCCN2C(=O)[C@@H]2Cc3ccccc3CN2C(=O)OC(C)(C)C)cc1	2	23	-2.8	-14	103	101	-5	-56	-1
31	CCCCCNC(=O)c1ccc(NS(=O)(=O)c2ccc3[nH]c(=O)[nH]c3c2)cc1	5	10	-0.3	6	104	102	22	-19	4
32	O=C(CNC(=O)c1ccc(Br)o1)NCc1ccc(Cl)cc1	-2	33	-0.6	-3	99	96	7	-7	-3
33	O=C(C[n+]1ccccc1)Nc1ccccc1C(=O)O	-13	-15	0.8	7	71	66	-2	-6	1
34	CCn1cc(C(=O)N[C@@H](CCSC)C(=O)NCCCOC)c(=O)c2cc3c(cc21)OCO3	4	29	-0.3	-36	105	105	-2	-21	-23
35	COc1ccccc1N1CCN(C(=O)c2cc(C)oc2C)CC1	7	2	0.0	16	103	100	-5	-20	-6
36	CC1CCC2(CC1)SCC(=O)N2c1ccccc1 (stereo unspecified)	2	14	-2.2	-52	119	104	7	-17	-5
37	O=C(Cc1ccc(-n2c(=O)[nH]c3ccccc3c2=O)cc1)N1CCN(c2cccc(Cl)c2)CC1	1	-16	1.9	-2	102	96	-7	-12	-4
38	NS(=O)(=O)c1ccc(-n2nc(C(=O)O)cc2-c2ccc(Cl)cc2)cc1	-1	3	-0.1	-12	107	95	-2	-6	-7
39	O=C(c1ccc(Br)o1)N1CCN=C1SCc1cccnc1	6	1	-0.3	12	109	111	7	-5	2
40	CC1=CC2=NC(=O)/C(=C/c3cccs3)C(=N)N2O1	-6	16	0.7	2	88	90	-10	1	-5
41	CCCN(CCC)C(=O)c1c(C)[nH]c(C(=O)OCC)c1C	-2	-9	-0.9	16	92	96	-15	-23	-1
42	COc1ccc(CCNC(=O)c2cccc(NC3=NC4CS(=O)(=O)CC4S3)c2)c(OC)c1 (stereo unspecified)	0	-177	-0.6	3	100	101	6	-20	-4
43	COCCOC(=O)c1c(C)n(C)c2ccc(OC(=O)c3ccco3)cc12	-1	14	-0.4	5	99	98	6	-11	4
44	Cc1ccc(C2c3c(oc4ccccc4c3=O)C(=O)N2c2nnc(C(C)C)s2)o1 (stereo unspecified)	4	3	-1.9	nt	100	101	-7	-13	-9
45	CSCCc1nc(SCC(=O)Nc2nnc(C)s2)[nH]c1C	4	68*	-0.1	nt	114	115	2	-6	-11
46	CNC(=O)COC(=O)CCC(=O)c1cccs1	2	9	0.8	19	103	96	4	-1	-10
47	Cc1ccc(NC(=S)NC(=O)c2c(-c3ccccc3Cl)noc2C)cc1	nt	38	-1.9	6	nt	nt	12	-14	-10
48	Cc1cc(N2CCCC2=O)cc(C)c1S(=O)(=O)NCCOc1ccccc1	-9	-3	5.2	3	82	86	-3	-18	1
49	CN(CCc1ccccn1)C(=O)CCC1CCCN(C(=O)NC2CCCCC2)C1 (stereo unspecified)	-17	26	-1.8	1	85	84	-2	-23	-2
50	C=CCN1C(=O)C(O)(CC(=O)c2ccc(N)cc2)c2ccccc21 (stereo unspecified)	nt	-1	0.7	6	nt	nt	-6	-4	5

Quoted at random: 2 records from the list.
nr	molecule	MEKK2 mut-MEK5	PHOSPHO1 block	OXTR ag	NALP1 yeast inh	MEKK3 PB1 HTS	MEKK2 WT-MEK5	PfM18AAP inh	DNA FID counter	GPR7 antag
28	COCCN1C(=O)Cc2c1nc(N)c1c(N)nc(N3CCN(c4ccc(F)cc4)CC3)c(C#N)c21	-44	-6	1.2	-38	92	96	5	-6	1
9	CCOC(=O)CCCn1c(C)nc(=O)c(-c2ccccc2)c1C	-2	-10	1.7	7	97	98	10	-3	-8

Other records
nr	molecule	MEKK2 mut-MEK5	PHOSPHO1 block	OXTR ag	NALP1 yeast inh	MEKK3 PB1 HTS	MEKK2 WT-MEK5	PfM18AAP inh	DNA FID counter	GPR7 antag
51	O=C(CSCc1ccc(Cl)cc1)N/N=C/c1ccc(Cl)cc1Cl	1	-7	0.6	1	107	108	0	-1	-9
52	COC(=O)c1ccc(Oc2c(Cl)cccc2[N+](=O)[O-])cc1	0	-7	-2.0	40	95	100	0	-1	-3
53	COc1ccc(-n2nc(C(=O)NCC(=O)NCc3ccco3)c3ccccc3c2=O)cc1	-2	2	-0.2	10	100	95	6	-15	-8
54	CN1CC2(C)OC(=O)C(Cl)=C2CC1c1ccccc1 (stereo unspecified)	3	7	-0.3	22	105	106	-8	-4	-4
55	COc1ccc(S(=O)(=O)NCc2ccccn2)cc1	-5	0	-0.2	14	86	95	1	1	3
56	O=C(OCCN1CCOCC1)C1(c2ccccc2)CCCCC1	4	nt	-2.3	nt	107	106	nt	nt	nt

The order is random. Share with any hit: about 6.2%.
